Assay outcomes: PubChem, Sanford-Burnham Center for Chemical Genomics
SENP8 block-1: blocks human SENP8 cleavage of Nedd8 substrate. Q96LD8. recombinant SENP8, Nedd8 substrate fluorescence. inhibition, % at 20 µM. hit rate 0.64% among 360,000. AID 602440; in the data active = inhibition mostly above about 40%, no sharp cut-off; inactive = mostly below about 27%
Target sequence (Q96LD8 whole entry, looked up): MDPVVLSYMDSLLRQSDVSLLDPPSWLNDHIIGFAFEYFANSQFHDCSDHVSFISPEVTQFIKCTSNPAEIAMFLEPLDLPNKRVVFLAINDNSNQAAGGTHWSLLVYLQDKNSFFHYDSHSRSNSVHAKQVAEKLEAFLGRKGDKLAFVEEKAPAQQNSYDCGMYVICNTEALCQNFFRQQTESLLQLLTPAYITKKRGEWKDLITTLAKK
SENP7 block: blocks the human protease SENP7 | Q9BQF6 | recombinant SENP7, Z-RLRGG-aminoluciferin luminescence, 40 min | inhibition, % at 5 µM | hit rate 1.5% among 330,000 | AID 434973;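 active = inhibition above about 50% at the single test dose, limit read from the data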;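 also: plate controls were DMSO with enzyme for no effect and no enzyme buffer wells for full effect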
Target sequence (Q9BQF6 706-1050 limits assumed): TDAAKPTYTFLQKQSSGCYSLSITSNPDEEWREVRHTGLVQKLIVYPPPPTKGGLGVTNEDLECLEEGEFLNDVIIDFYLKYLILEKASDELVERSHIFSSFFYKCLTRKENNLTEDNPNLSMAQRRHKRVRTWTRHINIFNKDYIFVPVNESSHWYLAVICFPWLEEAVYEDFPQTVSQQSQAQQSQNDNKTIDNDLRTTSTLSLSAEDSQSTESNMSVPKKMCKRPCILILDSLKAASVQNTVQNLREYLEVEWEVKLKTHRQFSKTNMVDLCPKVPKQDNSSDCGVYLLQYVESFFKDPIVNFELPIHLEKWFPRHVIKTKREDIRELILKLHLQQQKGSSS
HKDC1 inh: HKDC1 (human) hexokinase inhibition | recombinant HKDC1, G6PDH/diaphorase resazurin coupled fluorescence | hit rate 0.16% among 340,000 | Q2TB90 | inhibition, % at 20 µM;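 active = inhibition above about 35% when tested at 20 µM, limit read from the data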;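 also: plate controls were DMSO wells with enzyme for no effect and DMSO wells lacking enzyme for full effect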
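Material: recombinant HKDC1 hexokinase; Amount: HKDC1 at 5 µg/mL; Medium: Tris pH 8.0 buffer with MgCl2, Tween-20, BSA, BME; Schedule: 90 min reaction incubation at room temperature, dark; Technique: coupled resazurin fluorescence, excitation 525 nm, emission 613 nm.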
SENP1 inh: SENP1 (human) catalytic domain inhibition. Q9P0U3. recombinant SENP1 catalytic domain, CyPet-SUMO1-YPet FRET cleavage. inhibition, % at 10 µM. hit rate 0.21% among 360,000. AID 624204;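 active = inhibition at least 30% at 10 µM, raw YFP signal under a set limit, fluorescence ratio 0.5 to 1.5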;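 also: 0% = enzyme with DMSO and 100% = no enzyme wells; some results filed as inactive read as strong as hits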
Target sequence (Q9P0U3 419-644 limits assumed): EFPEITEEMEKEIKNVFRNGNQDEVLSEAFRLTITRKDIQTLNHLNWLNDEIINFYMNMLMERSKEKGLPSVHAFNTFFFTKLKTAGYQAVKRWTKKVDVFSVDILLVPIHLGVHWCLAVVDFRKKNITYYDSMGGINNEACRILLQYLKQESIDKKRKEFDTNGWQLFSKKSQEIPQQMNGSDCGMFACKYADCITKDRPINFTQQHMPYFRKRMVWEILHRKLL
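material = recombinant human SENP1 catalytic domain, His6-tagged | quantity = 20 pM enzyme | reagent = 25 nM SUMO1 FRET substrate | compound dosing = 10 µM single point, 0.5% DMSO | timing = 50 min enzyme reaction, room temperature, light-protected | detection = FRET, CFP and YFP emission | control set = no-enzyme low, enzyme-DMSO high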
PfG6PD inh: PfG6PD (Plasmodium falciparum) enzyme inhibition. PfGluPho enzyme, NADPH resazurin-diaphorase fluorescence. inhibition, % at 20 µM. hit rate 0.78% among 350,000. AID 504690;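 active = inhibition reaching at least a set limit at 20 µM in the primary screen, cut at about 59% in these data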;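 also: 0% = DMSO wells with substrate and 100% = DMSO wells lacking glucose-6-phosphate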
MIN6 prolif: induces beta-cell replication in MIN6 cells; MIN6 cells proliferation, ATPlite luminescence, 48 h; cells starved in 0.2% serum; 100% = growth in 10% serum; proliferation, % at 10 µM; hit rate 0.29% among 330,000;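 active = compounds whose signal lies at least 3.5 SD above the mean of all wells on their plate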;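 also: 0% = DMSO-treated cells in low-serum medium and 100% = 10% serum control; some compounds called inactive have numbers as strong as hits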
SENP6 block: SENP6 protease inhibition; Q9GZR1; Recombinant SENP6 catalytic domain, aminoluciferin luminescence; inhibition, % at 10 µM; hit rate 1.8% among 330,000; AID 2599;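 active = inhibition above about 50% at the single tested dose, limit read from the data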;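 also: plate controls were DMSO wells with enzyme for no effect and DMSO wells lacking enzyme for full effect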
UBC13 polyUb: inhibitors of human UBC13 polyubiquitin chain formation; P61088; TR-FRET; inhibition, % at 20 µM; hit rate 0.47% among 330,000; in the data active = inhibition above about 45%, passing the limit was not always enough; inconclusive = no clear call, values can overlap the other calls
Target sequence (P61088 whole entry, looked up): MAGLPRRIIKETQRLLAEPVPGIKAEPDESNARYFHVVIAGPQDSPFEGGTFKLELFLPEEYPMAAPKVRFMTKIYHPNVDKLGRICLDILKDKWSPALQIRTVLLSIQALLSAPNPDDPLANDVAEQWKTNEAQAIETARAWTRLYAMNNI
SENP8 block-2: blocks the human protease SENP8 | Q96LD8 | purified SENP8, Z-RLRGG-aminoluciferin cleavage, luminescence | inhibition, % at 10 µM | hit rate 1.2% among 330,000 | AID 2540; in the data active = inhibition above about 50%
An asterisk follows results filed as active; i = inactive; ? = inconclusive; · = not tested or not shown.

SMILES	SENP8 block-1	SENP7 block	HKDC1 inh	SENP1 inh	PfG6PD inh	MIN6 prolif	SENP6 block	UBC13 polyUb	SENP8 block-2
CS(=O)(=O)N(CC(=O)N/N=C/c1cc2c(cc1Br)OCO2)c1ccccc1Br	23.3	17.8	2.8	2.6	7.1	3.6	-20.3	3.1	-9.0
O=C(NCc1ccccc1)C1=C[C@H](C2CC2)C[C@H](OCc2ccc(CO)cc2)O1	20.1	0.0	-3.3	3.0	-6.4	4.6	-1.2	7.6	-5.0
C/C=C/c1ccc(Oc2nnnn2-c2ccc(C(=O)O)cc2)c(OC)c1	17.6	-7.0	-9.6	1.2	-24.0	-5.3	-9.6	-19.8	0.1
OCC[C@@H]1C[C@H](O)[C@@H](O)[C@]2(OCCc3ccccc32)O1	14.0	-1.0	-7.0	0.9	-1.7	-3.3	-19.7	6.5	2.5
C=CCSc1nc(-c2ccccc2)c(C#N)c(=O)[nH]1	-15.6	22.6	17.1	-1.7	-7.3	-2.0	2.1	38.3	-5.3
CCCCc1cc(=O)oc2c(CN(C)C)c(O)ccc12	-341.0	1.1	0.1	-154.7	-2.8	-4.6	-5.6	11.7	4.1
Cc1noc(C)c1COc1ccc(C(=O)N2CCCC(C(F)(F)F)C2)cc1 (stereo not drawn)	6.3	0.3	-5.4	0.0	0.5	-2.6	3.1	-12.3	0.4
Cc1ccc(-n2nnnc2/C=C\Nc2cc(C)on2)cc1	5.7	4.9	-12.3	0.9	5.0	0.0	-12.1	5.7	-3.2
Cc1ccc(NC(=O)COC(=O)Cn2ccc(=O)[nH]c2=O)cc1C	6.4	13.1	5.9	1.9	13.8	0.0	-6.3	5.6	-8.5
COc1ccc(N2CC(NS(=O)(=O)c3cccnc3)CC2=O)cc1 (stereo not drawn)	7.8	9.0	-5.7	1.0	1.7	-0.4	-13.3	-3.1	-5.5
CCc1c(C(=O)N/N=C/c2ccsc2)csc1C	5.8	-2.5	-3.3	2.2	23.9	0.0	-19.5	-0.5	-7.8
COCCn1c(C)c(C)c(S(=O)(=O)c2ccccc2)c1N	-0.2	8.3	-6.5	-16.4	3.4	-3.3	17.6	-1.0	2.0
C=CCN=C1S/C(=C/c2ccc([N+](=O)[O-])cc2)C(=O)N1CC=C	10.6	-0.7	-5.1	1.5	0.0	0.5	-8.6	1.6	3.9
CC(C)(C)OC(=O)N1CCN(C(=O)c2[nH]cnc2C(=O)Nc2cccc(Cl)c2)CC1	13.1	5.1	0.7	3.4	8.8	-2.9	-9.7	3.9	-7.3
COCCNC(=O)c1ccc(Cl)c(S(=O)(=O)Nc2cccc(C)c2C)c1	9.1	-4.7	-7.2	1.8	0.7	0.0	-20.8	-4.4	-19.2
Cc1cccn2c(=O)c(/C=C(\C#N)C(=O)NCc3ccco3)c(N3CCC(C(N)=O)CC3)nc12	-418.2	-8.3	-1.7	-119.2	-20.0	-1.7	3.0	4.4	1.4
Cc1nc(SCC(=O)NC2(C#N)CCCC2)n(CC(C)C)c1C	5.6	0.1	-4.4	0.9	5.6	-1.3	-2.5	1.5	-2.6
Cc1ccc(NC(=O)CSc2nnnn2-c2ccc3c(c2)OCO3)cc1C	12.4	4.7	-4.6	3.9	-4.7	0.5	1.7	-2.2	0.4
O=C(COc1ccc(Cl)cc1)NCc1ccc(F)cc1	-11.5	0.2	-3.4	2.5	-15.7	-3.1	3.3	-1.2	-8.2
Brc1cc(Br)cc(CN2CCSCC2)c1	7.6	-11.1	-3.2	1.4	-16.0	1.5	-43.4	-2.2	-9.0
CCOc1ccc(OCCC(=O)OCC(=O)NC2CCCC2)cc1	13.1	8.5	-2.9	0.9	4.7	2.3	-6.9	6.5	-0.1
COc1cc(NC(=NS(=O)(=O)c2ccccc2)c2ccccc2)ncn1	12.5	·	-7.0	3.2	7.4	·	·	·	·
CCOC(=O)C1=C(C)NC(=O)NC1c1cc(Br)c(O)c(OC)c1 (stereo not drawn)	8.5	1.6	-2.4	25.5	-6.1	-1.0	-26.2	3.1	6.0
O=C(c1ccco1)N1CCN(C(c2cccs2)c2nnnn2C2CCCC2)CC1 (stereo not drawn)	9.6	8.7	-4.0	-0.9	11.1	-2.4	-2.7	-5.4	2.8
Cc1ccc(S(=O)(=O)c2nc(-c3ccccc3)oc2NCc2cccnc2)cc1	-54.6	2.8	-6.2	-1.5	-10.4	-2.6	-12.2	6.8	-7.8
Cc1cccc(CN2CCC(N3CC(C)OC(C)C3)CC2)c1 (stereo not drawn)	11.4	-11.6	0.8	-0.3	13.8	-2.9	-4.8	-4.6	-4.5
O=C(NCC1CCCCC1)c1ccc([N+](=O)[O-])cc1	12.1	2.5	-4.7	1.4	5.9	-3.5	8.6	3.9	5.6
Cc1csc2c(N3CCC(C(=O)O)CC3)ncnc12	22.0	-3.5	-3.2	1.9	-7.6	-1.4	-2.2	6.4	-12.7
CCc1ccc(N2CN(Cc3ccco3)CNC2=S)cc1	5.6	6.3	-6.2	-0.7	1.1	-3.4	-1.5	-3.0	0.2
Cc1nc2c(-c3ccccc3)c(C)[nH]n2c(=O)c1Cl	i	3.7	6.5	0.3	-13.9	-3.0	7.1	13.1	9.3
CCOC(=O)c1csc(NC(=O)C2CCCCC2)n1	1.4	-2.5	-5.4	0.8	3.5	0.3	-11.8	-6.7	-5.4
O=C(c1ccc(O)cc1)c1ccc(Cl)cc1	9.6	-7.6	1.3	1.0	-19.8	0.0	-18.0	-3.8	-17.4
O=C(Nc1cccc(-c2nc3ccccc3s2)c1)c1cccs1	-3.8	-1.7	-6.8	-0.5	21.1	-4.3	25.2	12.9	-0.1
COc1ccc(N2C(=O)CC(c3ccccc3)C2=O)cc1 (stereo not drawn)	3.2	-2.5	-3.7	0.3	9.3	-1.2	2.7	-8.1	-0.3
O=C(NC(=O)c1ccc(F)cc1F)Nc1ccc(Cl)cc1	14.2	8.0	-1.2	1.8	10.4	5.5	-21.2	-11.1	-10.3
CSc1ccc(CN2CCC(N3CC(C)OC(C)C3)CC2)cc1 (stereo not drawn)	10.0	-1.8	-8.1	-0.2	8.8	-0.3	-23.3	5.8	-0.2
CC(C)(C)c1ccc(C(=O)Nc2ccc(O)c3c(=O)cc(-c4cccc(Cl)c4)oc23)cc1	30.1	-11.1	-6.1	-1.7	-14.5	-6.8	-16.9	-30.3	-18.4
O=C(c1nn2c(C(F)(F)F)cc(-c3ccc(F)cc3)nc2c1Cl)N1CCOCC1	-7.2	1.3	5.8	1.2	4.5	5.0	1.5	-2.5	-1.9
O=NNc1nc2ccccc2n1Cc1ccccc1	28.2	-2.1	-40.1	3.2	37.4	-2.3	-11.0	-41.2	-0.8
O=[N+]([O-])c1ccc(CSc2nnc3ccccn23)cc1	4.7	0.8	-6.9	1.3	-10.4	-2.5	-23.4	-1.8	4.3
CCOC(=O)c1nnn(CC(=O)N2N=C(c3cc(C)ccc3C)CC2c2ccc(OC)cc2)c1C(=O)OCC (stereo not drawn)	22.5	-2.5	-5.8	2.0	12.4	0.0	9.9	-10.9	-14.1
O=C(O)CSCC(=O)Nc1cccc2ccccc12	5.6	-3.8	-12.8	0.2	3.7	-0.3	-7.9	1.3	4.2
O=S(=O)(c1ccccc1)N(C1=NCCS1)S(=O)(=O)c1ccccc1	-0.1	-1.2	6.8	2.8	-6.1	4.1	8.5	5.1	2.7
COc1ccccc1CNc1nc(SC)ncc1CO	13.4	-0.6	1.9	-0.5	-13.5	-1.9	-18.7	1.2	-6.2
O=C(CCCn1c(=O)[nH]c2cc(Cl)ccc2c1=O)NCCCN1CCCC1=O	26.5	15.7	1.5	1.7	0.4	-1.0	-11.4	0.8	-5.0

The list goes on; the last 2 above are carried over.
SMILES	SENP8 block-1	SENP7 block	HKDC1 inh	SENP1 inh	PfG6PD inh	MIN6 prolif	SENP6 block	UBC13 polyUb	SENP8 block-2
COc1ccccc1CNc1nc(SC)ncc1CO	13.4	-0.6	1.9	-0.5	-13.5	-1.9	-18.7	1.2	-6.2
O=C(CCCn1c(=O)[nH]c2cc(Cl)ccc2c1=O)NCCCN1CCCC1=O	26.5	15.7	1.5	1.7	0.4	-1.0	-11.4	0.8	-5.0
Cc1cc(C(F)(F)F)c2c(N)c(C(=O)Nc3cc(C)on3)sc2n1	-21.0	-10.1	-0.9	-24.4	-11.8	-0.4	-12.0	18.2	-14.3
Cc1cc(C)cc(Oc2coc3c(CN(C)C)c(O)ccc3c2=O)c1	-308.0	-2.6	-9.2	-6.4	0.4	-1.4	-21.9	11.8	-5.7
Cc1oc(C(=O)O)cc1COc1ccc2c(C)cc(=O)oc2c1	-114.7	3.7	-4.6	-3.2	-14.3	-1.3	13.8	5.7	-7.7
CC(C)Cc1nnc(NC(=O)CS(=O)(=O)Cc2ccccc2)s1	13.2	-7.5	-2.4	0.2	0.9	0.3	0.0	?	-9.4
COc1cccc2cc(C(C)N(CCCN3CCOCC3)C(=S)Nc3ccccc3C)oc12 (stereo not drawn)	15.7	9.6	4.0	4.6	17.0	2.8	0.4	0.7	-3.9
CC(C)(C)NC(=O)C(OC(=O)c1cccs1)c1ccc(F)cc1 (stereo not drawn)	21.6	-3.3	10.7	2.8	-5.2	1.4	0.7	8.0	-4.7
O=C(COC(=O)[C@@H]1CC(O)CN1S(=O)(=O)c1ccc(Cl)c(Cl)c1)NC(=O)NCc1ccccc1 (stereo partly drawn)	-1.6	3.9	-0.5	4.2	11.9	-1.6	11.4	11.6	7.6
CCN(CC)S(=O)(=O)c1cccc(-c2nnc(SCc3nnc(-c4cccs4)o3)n2N)c1	-28.3	6.6	1.8	-0.8	-1.2	1.7	-5.8	4.7	-0.1
